EPAC2 agonist: agonists of human EPAC2 (RAPGEF4) | Potency, µM (doses to about 154 µM), inactives show at the highest dose activation, most hits filed as activators | EPAC2 activation, biochemical qHTS; response scale: 100% = 6.5 mM cAMP response | AID 720711 | 360,000 tested, 0.079% active; further: potency means the concentration at half of the fitted maximal effect; nearly all actives have a fitted effect of over 50% in size
Target sequence (Q8WZA2 whole entry, looked up): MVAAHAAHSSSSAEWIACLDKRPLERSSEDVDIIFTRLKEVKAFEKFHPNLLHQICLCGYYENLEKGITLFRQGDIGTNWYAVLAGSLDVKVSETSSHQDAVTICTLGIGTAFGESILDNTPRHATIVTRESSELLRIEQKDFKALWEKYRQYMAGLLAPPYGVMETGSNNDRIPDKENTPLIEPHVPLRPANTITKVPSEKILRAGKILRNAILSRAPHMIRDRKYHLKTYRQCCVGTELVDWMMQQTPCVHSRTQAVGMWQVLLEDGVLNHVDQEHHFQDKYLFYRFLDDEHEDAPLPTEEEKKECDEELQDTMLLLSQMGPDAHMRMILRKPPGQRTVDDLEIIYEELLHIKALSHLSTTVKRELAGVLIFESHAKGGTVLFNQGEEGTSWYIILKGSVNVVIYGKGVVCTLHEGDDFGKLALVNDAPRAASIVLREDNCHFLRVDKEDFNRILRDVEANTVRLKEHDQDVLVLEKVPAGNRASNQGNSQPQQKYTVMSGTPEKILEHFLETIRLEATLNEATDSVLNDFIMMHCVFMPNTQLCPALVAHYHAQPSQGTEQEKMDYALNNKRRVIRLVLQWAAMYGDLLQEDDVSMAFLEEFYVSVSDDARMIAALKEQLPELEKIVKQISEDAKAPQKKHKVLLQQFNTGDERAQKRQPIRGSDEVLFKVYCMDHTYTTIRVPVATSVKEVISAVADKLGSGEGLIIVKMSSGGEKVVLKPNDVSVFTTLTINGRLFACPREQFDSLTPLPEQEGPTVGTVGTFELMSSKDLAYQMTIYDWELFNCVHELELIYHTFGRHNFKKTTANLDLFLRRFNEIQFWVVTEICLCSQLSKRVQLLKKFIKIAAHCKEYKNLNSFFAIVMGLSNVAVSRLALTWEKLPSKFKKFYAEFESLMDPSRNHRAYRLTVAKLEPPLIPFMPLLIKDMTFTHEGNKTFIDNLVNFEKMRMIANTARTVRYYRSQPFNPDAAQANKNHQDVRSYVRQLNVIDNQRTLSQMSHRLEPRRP
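Readout is BODIPY fluorescence (480 nm excitation, 540 nm emission), which falls as labeled GDP is exchanged off Rap1B. EPAC2 at 100 nM acted on 250 nM RAP1B-BODIPY-GDP with 50 uM GDP present.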
DRD3 antagonist: antagonists of human D3 dopamine receptor | D3R cells, DiscoveRx beta-arrestin luminescence, antagonist mode; stronger effect = lower value | P35462 | AID 652054 | max response, negative = inhibition, % | 360,000 tested, 2.5% active; in the data active means max response below about -50%; inconclusive means no clear call, values can overlap the other calls; further: on the % scale 0 is the no-effect control and ±100 the full control effect; mostly tested at two doses, the higher about 12 µM
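Cells plated overnight at 1500 cells/well, then exposed to library compounds with dopamine controls for 90 minutes at 37 degrees C. DiscoveRx reagent added for 30–60 minutes at room temperature; luminescence read, quantitative HTS format.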
DRD3 agonist: activates the human D3 dopamine receptor | P35462 | D3R DiscoveRx beta-arrestin cells, luminescence, 90 min | max activation, % | 410,000 tested, 0.58% active; in the data active means max activation above about 30%; further: 0% is about no effect; mostly tested at two doses, the higher about 12 µM
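Agonist mode: compounds and dopamine controls were applied to plated cells for 90 min at 37 degrees C after an overnight attachment at 1500 cells/well. Luminescent read-out followed 30 - 60 minutes at room temperature with DiscoveRx detection reagent.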
Mm-Cpn inhibitor: blocks the Methanococcus maripaludis chaperonin Mm-Cpn | purified Mm-Cpn ATPase, ADP Transcreener TR-FRET | Potency, µM (series often up to 76.9 µM), inactives show at the top dose activity, negative = inhibition, hits mostly inhibitors | 330,000 tested, 0.031% active | AID 504842; further: potency means the concentration at half of the fitted maximal effect; on the % scale 0 is the no-effect control and ±100 the full control effect; nearly all actives have a fitted effect of over 80% in size
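ATP (10 uM final) was added to archaeal chaperonin (25 nM final) after 10 min exposure to test compound at 37°C; after 30 min further incubation, ADP was detected by competitive TR-FRET.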
CCT chaperon mod: changes cytosolic chaperonin activity; purified chaperonin ATPase assay, HTRF ADP detection, 30 min; activity change, % (concentration not given with the values), hits read low; 360,000 tested, 0.3% active; AID 651819; in the data active means activity change below about -30%; further: on the % scale 0 is the no-effect control and ±100 the full control effect
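ATPase activity: ADP formed was measured by HTRF Transcreener (665/615 nm ratio) after 30 min at 37 deg C with 10 uM ATP. Compounds screened at one 76 uM concentration against 40 or 20 nM TRiC in Tris pH 7.4/KCl/MgCl2/DTT buffer.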
pAkt inh: blocks phosphorylation of Akt; activity change, % for hits at 50 µM; Neuro2A IGF-stimulated pAkt S473 HTRF, 20 min; stronger effect = lower value; 360,000 tested, 0.32% active; AID 651550; in the data active means activity change below about -80%; inconclusive means mostly about -51% to -80%; further: on the % scale 0 is the no-effect control and ±100 the full control effect
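Neuro2A cells in DMEM with 0.5% FBS, overnight at 37 deg C, given compound at single 50 µM final, then IGF (6 nM final) for 20 min at 37 deg C. Lysed; phospho-Akt Ser473 by HTRF after 24 h, 665/615 ratio.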
PTHR1 agonist: activates the human parathyroid hormone receptor PTHR1; Q03431; HEK293 GP2 PTHR1 cells, GloSensor cAMP luminescence, 1 h; Potency, µM (doses to about 115 µM), for the others: at the top dose activation, most hits filed as activators; 410,000 tested, 0.075% active; AID 743266; further: potency means the concentration at half of the fitted maximal effect; nearly all actives have a fitted effect of over 55% in size; some results filed as inactive show a strong effect at the top dose; inactives centre near -15; many of its hits are not listed in these tables
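HEK-293-derived GP2 cells expressing PTHR1 and a GloSensor cAMP reporter, 3,000/well, plated overnight, given luciferin plus IBMX (each 0.5 mM as added) for 1 h at 37 °C, then compound for 1 h at 37 °C. Luminescence was read after 15 min at room temperature.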
EPAC2 antag: blocks human EPAC2 exchange factor; Q8WZA2; EPAC2 GEF exchange of Rap1B-BODIPY-GDP, fluorescence; Potency, µM (top dose mostly 114 µM), for the others: at the highest dose activity, negative = inhibition, usual class: inhibitors; 360,000 tested, 0.18% active; AID 720708; further: potency means the concentration at half of the fitted maximal effect; on the % scale 0 is the no-effect control and ±100 the full control effect; nearly all actives have a fitted effect of over 45% in size; many of its hits are not listed in these tables
* marks the source's active call; other numbers are inactive results; i = inactive; ? = inconclusive; · = not tested or not shown; [ ] = dose if it differs, or a comment. Unless noted, the call rests on the fitted dose curve; in most records, active means well fitted curve in the direction sought with a large enough effect; inconclusive means small, poorly fitted or top-dose-only effect, or another doubt; inactive means no such curve, though single readings can be large; an effect the other way counts as inactive or inconclusive.

SMILES	EPAC2 agonist	DRD3 antagonist	DRD3 agonist	Mm-Cpn inhibitor	CCT chaperon mod	pAkt inh	PTHR1 agonist	EPAC2 antag
O=C(CCNS(=O)(=O)c1cccc2nonc12)N1CCN(c2cccc(Cl)c2)CC1	8%	-14	-1	3%	-3.0	i	-10%	-9%
COc1ccccc1C(C[N+](=O)[O-])c1c[nH]c2ccccc12 (centres undefined)	26%	-17	-6	0%	-1.5	i	i	-13%
CCC(=O)Nc1cccc(C(=O)OCC(=O)c2ccccc2Cl)c1	-3%	-14	1	0%	-2.1	i	-14%[57.5 µM]	11%
CCN(Cc1ccc2c(c1)OCCO2)C(=O)CN1C(=O)NC2(CCc3ccccc32)C1=O (centres undefined)	-4%	0	0	1%	1.9	i	-30%[inhibitor]	0%
Cc1ccc(N(CC(=O)NCC2CCCO2)C(=O)CCC(=O)Nc2nccs2)cc1 (centres undefined)	-1%	-9	-5	-2%	-1.2	i	i	-12%
CCCCONc1ncnc2nonc12	-5%	3	10	-2%	1.4	i	-17%	12%
Clc1cccc(Cl)c1COc1ccccn1	10%	-13	1	3%	-1.5	i	-6%	2%
CC(=O)Nc1ccc(Sc2ccccc2C(=O)N2CCCC2)cn1	0%	3	4	1%	2.2	i	-24%	17%
Clc1cccc(-c2cccc3nccn23)c1	0%	0	-4	·	-0.7	i	-27%	-6%
Brc1cnc2ccccc2c1N1CCCCC1	6%	9	2	·	-2.1	i	-4%	?
COc1cccc2cc(C(C)N(CCCN3CCOCC3)C(=S)Nc3cc(C)cc(C)c3)oc12 (centres undefined)	-1%	-6	-14	0%	0.9	i	-19%	-1%
C[C@@H]1CN([C@@H](C)CO)C(=O)CCCn2nncc2CO[C@H]1CN(C)S(=O)(=O)c1ccccc1	-3%	-2	-3	·	0.4	i	-17%	5%
CCCCN(C(=S)NC(=O)c1ccccc1)c1c(N)n(Cc2ccccc2)c(=O)[nH]c1=O	12%	-6	-2	2%	-2.9	i	-1%	7%
Cc1cccc(N=Cc2c(O)cc(C)oc2=O)c1	14%	-18	-2	-2%	-0.7	i	13%	5%
Cc1ccc2nc(SCC(=O)N3CCN(C(=O)c4ccco4)CC3)[nH]c2c1	7%	6	-23	-1%	-7.3	i	-24%	9%
CCN1CCN(C(=O)C2CCCN(c3ncnc4c3nc3n4CCCCC3)C2)CC1 (centres undefined)	-1%	0	-2	-1%	2.2	i	16%	3%
O=C(NC1CCN(Cc2ccccc2)CC1)C12CC3CC(CC(C3)C1)C2	10%	-88*	-9	1%	-1.0	i	?	2%
CN(Cc1ccccc1)C(=O)CCn1c(=O)oc2ccccc21	13%	-1	3	1%	-1.6	i	-5%	2%
CCc1ccc(S(=O)(=O)Nc2cc3c(cc2C)n(C)c(=O)n3C)cc1	5%	10	6	0%	-0.5	·	-39%[inhibitor]	?
CNc1nc(C)c([N+](=O)[O-])c(Nc2ccc(OC)cc2)n1	1%	-7	2	1%	-3.5	i	-16%	13%
O=C(c1cccs1)N1CCN(C2CCCCC2)CC1	-3%	-7	-5	1%	-0.9	i	i	9%
Cc1[nH]c2ccccc2c1C(=O)C(C)Sc1nnc(C2CC2)o1 (centres undefined)	-1%	-9	6	?	0.1	i	-30%[inhibitor]	6%
COc1ccc(OC)c(NC(=O)CNC(=O)c2cccs2)c1	-9%	-9	1	1%	0.6	i	i	2%
CC(SC(=S)N1CCOCC1)C(=O)O (centres undefined)	1%	-28	0	-5%	-1.9	i	-17%[57.5 µM]	-6%
O=C(NC(=O)C(F)(F)F)Nc1ccc(S(=O)(=O)Nc2nccs2)cc1	3%	-14	-1	0%	-1.9	i	i	-12%
O=C1CCCc2ccccc2N1Cc1ccc(Cl)cc1	-5%	-13	6	0%	-1.0	i	-41%[inhibitor]	0%
CCN(C(=O)COC(=O)CN(C)S(=O)(=O)c1ccc(NC(C)=O)cc1)C1CCS(=O)(=O)C1 (centres undefined)	6%	6	6	1%	-1.8	i	10%	0%
O=C(N/C=C/c1ccco1)OCc1ccccc1	6%	-6	-10	0%	0.8	i	i	3%
c1ccc2c(-c3nc(C4CCCCC4)no3)cc(-c3ccncc3)nc2c1	14%	24	21	1%	-2.9	i	i	-16%
Cc1c(Cl)cccc1N=C(N)N=C(N)N	8%	-8	1	2%	-1.6	i	i	11%
Cc1ccc(C)c(NC(=O)C(OC(=O)c2ccc(NC(=O)CC#N)cc2)c2ccccc2)c1 (centres undefined)	-7%	-14	-5	-5%	0.2	i	-10%	9%
CC(C)CNS(=O)(=O)c1ccc(CCC(=O)NCc2ccc(Cl)cc2)cc1	-5%	-1	-6	-4%	-1.6	i	i	0%
Cc1ccccc1Cn1ccc(NC(=O)c2nn(C)cc2[N+](=O)[O-])n1	0%	-2	3	1%	0.2	i	i	-32%
OC[C@H]1O[C@H](OCCc2ccc(O)cc2)[C@H](O)[C@@H](O)[C@@H]1O	-2%	-14	0	0%	-0.8	i	-21%	32%
COc1ccc(C(=O)Nc2ccc3nc(C)sc3c2)cc1OC	8%	-18	-15	0%	-1.0	i	-9%	3%
Cc1ccc2nc3c(nc2c1C)C(O)=C3O	-1%	-12	4	-2%	1.6	i	i	-7%
CC(C)CCn1c(N)c(S(=O)(=O)c2cccs2)c2nc3ccccc3nc21	4%	-87*	-7	-5%	1.7	i	-39%[inhibitor]	0%
Cc1cccc(NC(=S)NNc2cccc(Cl)c2)c1	21%	-6	-6	-6%	0.2	i	-1%	-5%
O=S(=O)(Nc1ccccc1N1CCCCC1)c1ccc(F)cc1F	12%	-12	1	-3%	1.7	i	i	?
COc1ccc2c(c1)[C@H]1[C@H](CO2)[C@H](c2ccccc2)[C@]2(C)C(=O)N(CC3CCCO3)CC(=O)N12 (some centres undefined)	6%	-29	27	1%	-2.8	i	-23%	0%
CC(=O)c1ccc(Oc2ccc(C(=O)c3ccc(C)c(C)c3)cc2[N+](=O)[O-])cc1	12%	-16	-1	1%	-2.1	i	-12%	16%
O=C(CN1CCN(C(=O)C2CC2)CC1)Nc1cc(C(F)(F)F)cc(C(F)(F)F)c1	-18%	-15	-3	2%	-0.6	i	i	-20%
CN(C)S(=O)(=O)c1ccc(S(=O)(=O)NCc2cccs2)cc1	9%	-26	-3	1%	-0.7	i	-10%	0%
CN1CCN(c2ccc(S(=O)(=O)N3CCCCC3)cc2NC(=O)COc2ccc([N+](=O)[O-])cc2)CC1	-5%	2	-1	1%	0.6	i	-26%	-9%
CCOc1ccccc1C1C(C#N)=C(N)N(N(C)C)C2=C1C(=O)CCC2 (centres undefined)	8%	10	6	0%	-2.6	i	i	12%
CCN(CC)CCCN(C)C(=O)Cn1nc(Cc2ccncc2)c2ccccc2c1=O	6%	4	-4	0%	1.9	i	i	3%
COc1ccc(NC(=O)Cn2nnc(-c3ccccc3NC(=O)c3cccs3)n2)cc1	-2%	20	5	0%	-2.0	i	i	7%
CCOc1ccccc1C=NNC(=O)C(=O)NN=Cc1ccccc1OCC	0%	-6	-5	·	-1.3	i	i	11%

Next section; the last 6 above are carried over.
SMILES	EPAC2 agonist	DRD3 antagonist	DRD3 agonist	Mm-Cpn inhibitor	CCT chaperon mod	pAkt inh	PTHR1 agonist	EPAC2 antag
CN(C)S(=O)(=O)c1ccc(S(=O)(=O)NCc2cccs2)cc1	9%	-26	-3	1%	-0.7	i	-10%	0%
CN1CCN(c2ccc(S(=O)(=O)N3CCCCC3)cc2NC(=O)COc2ccc([N+](=O)[O-])cc2)CC1	-5%	2	-1	1%	0.6	i	-26%	-9%
CCOc1ccccc1C1C(C#N)=C(N)N(N(C)C)C2=C1C(=O)CCC2 (centres undefined)	8%	10	6	0%	-2.6	i	i	12%
CCN(CC)CCCN(C)C(=O)Cn1nc(Cc2ccncc2)c2ccccc2c1=O	6%	4	-4	0%	1.9	i	i	3%
COc1ccc(NC(=O)Cn2nnc(-c3ccccc3NC(=O)c3cccs3)n2)cc1	-2%	20	5	0%	-2.0	i	i	7%
CCOc1ccccc1C=NNC(=O)C(=O)NN=Cc1ccccc1OCC	0%	-6	-5	·	-1.3	i	i	11%
O=C(C[n+]1ccc(C(=O)N/N=C/c2ccc(OCc3ccccc3)cc2)cc1)c1ccccc1	6%	-30	-12	-7%	-2.6	i	-39%[inhibitor]	-1%
COCCC(=O)N1CCC(Oc2ccc(C(=O)N3CCCCCC3)cc2)CC1	-8%	22	16	-1%	-2.1	i	i	7%
CCn1c(SCC(=O)NC2CCCC2)nnc1-c1ccoc1C	15%	0	-2	0%	-1.7	i	i	-1%
CCCCN(C(=O)c1c(CC)noc1C)c1c(N)n(CC(C)C)c(=O)[nH]c1=O	-9%	0	6	0%	-1.1	i	i	10%
CCCn1c(=O)c2c(nc3n2CCCN3CCc2ccccc2)n(C)c1=O	11%	5	6	0%	-3.8	i	-39%[inhibitor]	4%
CCCCN1C(=O)C(CC(=O)NCc2ccco2)CC(C(=O)N2CCOCC2)=C1C (centres undefined)	1%	25	-4	·	-2.8	i	-28%	9%
CCC(=O)N1c2ccccc2C(N(C(C)=O)c2ccccc2)CC1C (centres undefined)	-11%	-16	-2	-2%	-1.3	i	i	0%
O=C(CN1CCCCCC1)Nc1ccc([N+](=O)[O-])cc1Br	15%	4	-3	-1%	2.0	i	-34%[inhibitor]	-10%
Cc1ccc(NC(=O)C(OC(=O)c2cc(C)oc2C)c2ccccc2)cc1 (centres undefined)	3%	11	-4	-3%	-1.1	i	i	-2%
O=C(Cc1ccc(S(=O)(=O)N2CCOCC2)s1)Nc1ccccc1Br	9%	-4	-3	-1%	2.7	i	i	10%
COc1ccccc1CNC(=O)/C=C/C(=O)O	15%	-30	-17	-1%	-2.7	i	0%	-1%

Screens from PubChem.

Only part of the results is shown. The share of hits here may be higher or lower than overall.
